mIDH1 inhibitor = human IDH1 R132H inhibition. O75874. IDH1-R132H enzyme, NADPH consumption, diaphorase/resazurin fluorescence. Potency, µM (highest dose often 76.6 µM), without a hit: at the highest dose activity change, negative = inhibition, actives largely listed as inhibitors. 390,000 compounds, 0.093% hits; note: potency is the fitted concentration of half-maximal effect; % is set by controls: 0 for no effect and ±100 for the full control effect; nearly all actives have a fitted effect of over 65% in size
Target sequence (O75874 whole entry R132H, stated change not applied): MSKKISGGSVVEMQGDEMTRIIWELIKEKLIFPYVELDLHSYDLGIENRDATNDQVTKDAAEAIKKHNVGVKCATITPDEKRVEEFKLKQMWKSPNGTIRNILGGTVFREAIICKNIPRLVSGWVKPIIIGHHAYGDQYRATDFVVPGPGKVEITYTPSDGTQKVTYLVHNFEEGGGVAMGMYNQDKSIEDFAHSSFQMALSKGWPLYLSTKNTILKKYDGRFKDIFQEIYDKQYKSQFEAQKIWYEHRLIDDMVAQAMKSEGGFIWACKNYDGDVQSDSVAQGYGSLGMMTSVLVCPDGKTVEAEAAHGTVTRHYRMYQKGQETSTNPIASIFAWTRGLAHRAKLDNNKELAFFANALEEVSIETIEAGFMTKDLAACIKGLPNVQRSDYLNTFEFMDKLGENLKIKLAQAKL
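IDH1-R132H (0.5 ug/mL) preincubated 30 min with compound, then NADPH (0.016 mM) and alpha-KG (2 mM) added; 80 min at RT, pH 7.5. Remaining NADPH coupled via diaphorase/resazurin to fluorescence (540/590 nm); concentration-response curves normalized to no-enzyme control.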
TrxR1 inh = blocks rat thioredoxin reductase 1; O89049; recombinant rTrxR1, NADPH fluorescence consumption, selenite substrate; Potency, µM (titrated, usually from 114 µM), for the others: top-dose activity change, negative = inhibition, actives largely listed as inhibitors; 390,000 compounds, 1% hits; AID 588453; note: potency is the fitted concentration of half-maximal effect; % is set by controls: 0 for no effect and ±100 for the full control effect; nearly all actives have a fitted effect of over 65% in size
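Rat TrxR1 (90 nM in the dispensed reagent) was pre-reduced with 400 uM NADPH for 5 min at room temperature, then incubated with compound for 15 min. After 400 uM selenite was added, NADPH fluorescence (Ex 340/Em 450 nm) was followed for 8 min.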
TrxR1 substrate = is turned over as a substrate by rat TrxR1; O89049; purified TrxR1 substrate turnover, NADPH consumption readout; Potency, µM (top dose mostly 114 µM), without a hit: at the top dose activity change, negative = substrate turnover; 390,000 compounds, 0.01% hits; note: potency is the fitted concentration of half-maximal effect; % is set by controls: 0 for no effect and ±100 for the full control effect; nearly all actives have a fitted effect of over 50% in size
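Rat TrxR1, dispensed at 90 nM, was prereduced with 400 uM NADPH (final) for 5 min at ~22 deg C, then incubated with compound 15 min before 400 uM selenite. A first-read NADPH fluorescence drop versus no-compound background flagged substrates.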
Pin1 inh = human Pin1 inhibition; Potency, µM (highest dose often 115 µM), inactives show at the top dose activity, negative = inhibition, usual class: inhibitors; Q13526; 390,000 compounds, 0.009% hits; Pin1 FP peptide displacement, HiFluor488, 10 min; active = well fitted inhibition curve with a large enough effect in the polarisation, with a control signal flat, not every such curve was filed as active; inconclusive = small, poorly fitted or top-dose-only effect, or effect the other way, or a change in a side signal; inactive = no such curve, though single readings can be large or run the other way; the % refers to the polarisation; note: potency is the fitted concentration of half-maximal effect; % is set by controls: 0 for no effect and ±100 for the full control effect
Target sequence (Q13526 whole entry, looked up): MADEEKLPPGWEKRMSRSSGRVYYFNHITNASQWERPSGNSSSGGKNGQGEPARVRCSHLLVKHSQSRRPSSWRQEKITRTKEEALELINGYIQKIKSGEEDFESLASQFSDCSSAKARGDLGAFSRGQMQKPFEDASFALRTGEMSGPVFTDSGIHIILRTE
PI4K2A inh = blocks human PI4K2A kinase activity; activity change, negative = inhibition, % at 76.9 µM; purified PI4K2A, ADP-Glo luminescence, 1 h; hits give low values; Q9BTU6; 420,000 compounds, 0.13% hits; AID 1346378; in the data active = activity change below about -50%; inconclusive = mostly about -30% to -49%;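 note: -100% = wells without enzyme as full effect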
Target sequence (Q9BTU6 whole entry, looked up): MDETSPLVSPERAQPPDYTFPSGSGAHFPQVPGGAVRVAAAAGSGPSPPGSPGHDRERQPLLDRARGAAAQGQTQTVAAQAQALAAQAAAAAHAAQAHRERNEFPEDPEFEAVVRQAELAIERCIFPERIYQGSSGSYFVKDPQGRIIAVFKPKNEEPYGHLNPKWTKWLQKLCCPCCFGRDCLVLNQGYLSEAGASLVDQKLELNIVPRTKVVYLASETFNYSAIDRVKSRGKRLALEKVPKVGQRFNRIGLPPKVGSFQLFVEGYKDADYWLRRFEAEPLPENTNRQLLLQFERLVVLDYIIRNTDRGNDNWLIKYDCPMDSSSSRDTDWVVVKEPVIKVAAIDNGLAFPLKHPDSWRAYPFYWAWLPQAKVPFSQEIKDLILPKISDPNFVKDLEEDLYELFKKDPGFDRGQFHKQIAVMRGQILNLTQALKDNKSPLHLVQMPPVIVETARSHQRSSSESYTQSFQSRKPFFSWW
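PI4K2A activity was measured by ADP-Glo luminescence: enzyme (4 ug/mL stock) and phosphatidylinositol (1.2 mM stock) in Tris pH 7.5/MgCl2/EGTA/Triton X-100 buffer were reacted with ATP (300 microM stock) for one hour at ambient temperature.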
USP1-UAF1 inh = blocks the human USP1/UAF1 deubiquitinase complex; O94782; recombinant USP1/UAF1, Ub-Rhodamine cleavage fluorescence; Potency, µM (series often up to 57.1 µM), without a hit: at the highest dose activity change, negative = inhibition, most hits filed as inhibitors; 390,000 compounds, 0.23% hits; AID 743255; note: potency is the fitted concentration of half-maximal effect; % is set by controls: 0 for no effect and ±100 for the full control effect; nearly all actives have a fitted effect of over 60% in size; inactives centre near -12
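High-throughput fluorogenic screen: 1nM USP1/UAF1 complex, Ub-Rho substrate 150nM final, 50mM HEPES pH 7.8 with 0.5mM EDTA, 0.1 mg/ml BSA, 1mM TCEP and 0.01% Tween-20.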
HP1b chromo inh = HP1-beta chromodomain-methylated histone interaction inhibition; AID 540317; Potency, µM (highest dose often 114 µM), without a hit: at the top dose activity change, negative = inhibition, most hits filed as inhibitors; P83916; AlphaScreen HP1-beta / biotin-H3K9me3 peptide binding; 390,000 compounds, 0.56% hits; note: potency is the fitted concentration of half-maximal effect; nearly all actives have a fitted effect of over 70% in size; inactives centre near 23
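Compound inhibition of the preformed complex between 50 nM HP1-beta and 50 nM biotinylated H3K9me3 peptide was read by AlphaScreen. Buffer was PBS pH 7.4 with 0.01% Tween-20. Incubations ran 30 min at room temperature, with 10 ug/mL donor/acceptor beads.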
PGK inhibitor = blocks T. brucei phosphoglycerate kinase. P07378. PGK/GAPDH coupled, Kinase-Glo luminescence, 60 min. 380,000 compounds, 0.043% hits. Potency, µM (top dose mostly 57.5 µM), inactives show at the top dose activity change, negative = inhibition, usual class: inhibitors. AID 602233; note: potency is the fitted concentration of half-maximal effect; % is set by controls: 0 for no effect and ±100 for the full control effect; nearly all actives have a fitted effect of over 60% in size
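Luminescent ATP detection (Kinase-Glo Plus) follows a 60-minute room-temperature incubation, with wells lacking PGK as controls. Buffer: 100 mM TEA (pH 7.6), 5 mM MgCl2, 0.01% Tween-20. Coupling enzyme GAPDH (100 nM final) supplies unstable 1,3-BPG in-well.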
GLS inh = blocks human kidney-isoform glutaminase activity | O94925 | Potency, µM (top dose mostly 45.5 µM), inactives show at the top dose activity change, negative = inhibition, usual class: inhibitors | 410,000 compounds, 0.21% hits | AID 624170 | GLS enzymatic activity, qHTS titration; note: potency is the fitted concentration of half-maximal effect; % is set by controls: 0 for no effect and ±100 for the full control effect
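hKGA; 45 mM KH2PO4 pH 8.2 + 0.02% Tween-20; cpd via pin tool; 1 mM Gln soln; GluOx/HRP/Amplex Red; RT 30 min; fluor. t0 & final.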
Active calls of the source: *; i = inactive; ? = inconclusive; nt = not tested or not shown; [ ] = dose if it differs, or a comment. Unless noted, calls come from the whole dose curve; as a rule, active = well fitted curve in the direction sought with a large enough effect; inconclusive = small, poorly fitted or top-dose-only effect, or another doubt; inactive = no such curve, though single readings can be large; an effect the other way counts as inactive or inconclusive. Some of the compounds tested; the hit share may differ from the screen's.

1) COc1cccc(NC(=O)COc2ccc(C(=S)N3CCN(C)CC3)cc2OC)c1
2) S=c1[nH]nc(-c2ccco2)n1C1CCCCC1
3) COc1cc(C=O)ccc1OCCOc1ccccc1[N+](=O)[O-]
4) O=C(CCC(=O)N1CC2CCCN2c2ccccc21)NCc1ccc(Cl)cc1 (configuration not stated)
5) CCNC(=O)CC1SC(=Nc2ccccc2C)N(C)C1=O (configuration not stated)
6) COc1cccc(-n2c(=O)c3c(C)c(C)sc3n(CC(=O)NCCc3ccc(OC)c(OC)c3)c2=O)c1
7) CCOc1cc(N2CCOCC2)c(OCC)cc1NC(=O)c1nc2nc(C)cc(C)n2n1
8) CC(=O)Nc1ccc(NC(=O)COc2ccc(Br)cc2C)cc1
Assay by compound,1,2,3,4,5,6,7,8
mIDH1 inhibitor,9%,1%,4%,9%,7%,nt,2%,10%
TrxR1 inh,-5%,-23%,6%,7%[57.1 µM],18%,6%,2%[57.1 µM],10%
TrxR1 substrate,-6%,-7%,-2%,-6%[57.1 µM],4%,-4%,5%,8%[57.1 µM]
Pin1 inh,8%,-7%,4%,3%,-12%,0%,7%,1%
PI4K2A inh,4,5,4,0,1,-2,0,-4
USP1-UAF1 inh,-18%,-3%,-3%,?,-15%,?,-17%,-5%
HP1b chromo inh,26%,?,20%,-21%,26%,21%,12%,10%
PGK inhibitor,-4%,-3%,2%,9%,-2%,nt,-7%,9%
GLS inh,0%,0%,4%,4%,-7%,-4%,27%,1%

9) CC(NCC(O)c1ccc([N+](=O)[O-])cc1)C12CC3CC(CC(C3)C1)C2 (configuration not stated)
10) O=C(CN1C(=O)C2CCc3[nH]c4ccccc4c3C2C1=O)N1CCCC1 (configuration not stated)
11) O=C(CN1C2=NCCN2c2ccccc21)N1CCOCC1
12) Cc1noc(C)c1C(=O)Nc1ccc(C#N)cc1
13) COCCNc1ncnc2c1nc1n2CCCC1
14) CCOc1ccc(NCc2nc3ccccc3n2CCOc2ccccc2)cc1
15) CCOC(=O)c1ccccc1NS(=O)(=O)c1c(-c2ccc(C)cc2)csc1C(=O)OC
16) CCN(CC)C(=O)CN1C(=O)C2(OCC(C)(C)CO2)c2ccccc21
Assay by compound,9,10,11,12,13,14,15,16
mIDH1 inhibitor,0%,-1%,5%,-10%,0%,7%,1%,1%
TrxR1 inh,-6%[57.1 µM],6%[57.1 µM],13%[57.1 µM],-10%,-7%,-4%,12%[57.1 µM],-7%
TrxR1 substrate,2%[57.1 µM],5%[57.1 µM],13%[57.1 µM],-5%,-6%,-18%,2%[57.1 µM],-3%
Pin1 inh,4%,-3%,-1%,1%,-1%,1%,10%,3%
PI4K2A inh,-3,-5,10,0,0,4,-1,1
USP1-UAF1 inh,-8%,-13%,-4%,-10%,-11%,-5%,-15%,-5%
HP1b chromo inh,1%,17%,12%,33%,21%,-74%,37%,24%
PGK inhibitor,7%,-3%,-3%,10%,2%,-6%,-1%,11%
GLS inh,14%,24%,8%,-5%,4%,10%,-10%,6%

Compound profiles (already shown). Order of screens: mIDH1 inhibitor, TrxR1 inh, TrxR1 substrate, Pin1 inh, PI4K2A inh, USP1-UAF1 inh, HP1b chromo inh, PGK inhibitor, GLS inh
Results for CC(NCC(O)c1ccc([N+](=O)[O-])cc1)C12CC3CC(CC(C3)C1)C2 (configuration not stated) = 0%, -6%[57.1 µM], 2%[57.1 µM], 4%, -3, -8%, 1%, 7%, 14%
Results for O=C(CN1C2=NCCN2c2ccccc21)N1CCOCC1 = 5%, 13%[57.1 µM], 13%[57.1 µM], -1%, 10, -4%, 12%, -3%, 8%
Results for COCCNc1ncnc2c1nc1n2CCCC1 = 0%, -7%, -6%, -1%, 0, -11%, 21%, 2%, 4%
Results for CCN(CC)C(=O)CN1C(=O)C2(OCC(C)(C)CO2)c2ccccc21 = 1%, -7%, -3%, 3%, 1, -5%, 24%, 11%, 6%

(next part)
17) COc1cc2c(cc1NC(=O)CN1CCN(S(=O)(=O)c3ccc(F)cc3)CC1)oc1ccccc12
18) Cc1ccc(CNc2cc(C)nc3nc(-c4cccc(C)c4)nn23)cc1
19) CCS(=O)(=O)N1CCN(c2cc3c(cc2[N+](=O)[O-])n(C)c(=O)n3C)CC1
20) O=C(Nc1nnc(-c2ccccc2)o1)c1nc2ccccc2s1
21) CC(C)(C)c1ccc(C2=NC(=O)C(CC(=O)O)S2)cc1 (configuration not stated)
22) Cc1cc(=O)n(CC(=O)NC(C)c2ccccc2)c2c1c(C)nn2C (configuration not stated)
23) CCc1nc(NC(=O)Cc2csc(C)n2)sc1C(=O)OC
24) COc1ccc(OC)c2[nH]c(=O)c(CCNS(=O)(=O)c3ccc(Cl)cc3)cc12
Assay by compound,17,18,19,20,21,22,23,24
mIDH1 inhibitor,3%,8%,1%,-5%,-1%,-6%,-10%,7%
TrxR1 inh,-5%[57.1 µM],0%[57.1 µM],21%[57.1 µM],3%,16%,13%[57.1 µM],24%,3%
TrxR1 substrate,1%[57.1 µM],-1%[57.1 µM],3%[57.1 µM],-8%,5%,1%[57.1 µM],6%,7%[57.1 µM]
Pin1 inh,1%,?,-9%,-1%,11%,-3%,2%,2%
PI4K2A inh,0,1,4,0,-8,0,0,10
USP1-UAF1 inh,-20%,?,0%,-14%,-21%,?,-29%,-3%
HP1b chromo inh,23%,22%[57 µM],-22%,49%[activator],-5%,?,32%,18%
PGK inhibitor,-3%,i,i,1%,i,?,1%,-4%
GLS inh,-3%,-7%,-10%,7%,-17%,?,-1%,5%

25) CCCc1nc2c(C)ccc(C)c2c(N)c1CC
26) N#Cc1ccc(COc2cccc3cccnc23)cc1
27) CCC(=O)OCCCCCCOc1ccc(C(=O)O)cc1
28) O=C1/C(=C/c2cccnc2)N=C2CCCCCN12
29) CCCCCCOc1ccc(/C(C)=N/NC2=NCCN2)cc1[N+](=O)[O-]
30) Cc1cc(Nc2cccc([N+](=O)[O-])c2)c2cccc(C)c2n1
31) COc1ccc(-c2nc(SCC(=O)Nc3ccccc3)c(-c3ccc(F)cc3)[nH]2)cc1OC
32) Clc1ccc2ncc(-c3nnnn3-c3ccccc3)c(-c3ccccc3)c2c1
Assay by compound,25,26,27,28,29,30,31,32
mIDH1 inhibitor,-1%,3%,8%,5%,-2%,11%,9%,5%
TrxR1 inh,12%,-6%,4%,-5%,17%,14%,0%,12%
TrxR1 substrate,6%[57.1 µM],3%,-1%,-7%,-1%,-6%,-2%,2%
Pin1 inh,-1%,5%,5%,-1%,0%,4%,?,1%
PI4K2A inh,1,8,-2,-3,-2,8,1,-1
USP1-UAF1 inh,-13%,?,3%,-21%,-22%,-15%,-17%,-22%
HP1b chromo inh,?,26%,19%,93%[activator],30%,16%,15%,28%
PGK inhibitor,-6%,-1%,3%,nt,nt,-9%,0%,-9%
GLS inh,-7%,-17%,4%,-3%,-5%,6%,-29%,-12%

33) CC(=O)Nc1ccc(NC(=O)COc2ccc(S(=O)(=O)N3CCCC3)cc2C)cc1
34) Cc1ccc(C2C(C(=O)c3cc4ccccc4o3)=C(O)C(=O)N2CCN(C)C)o1 (configuration not stated)
35) CCCCn1c(N)c(N(CC(C)C)C(=O)c2ccc(OC)c(S(=O)(=O)N3CCOCC3)c2)c(=O)[nH]c1=O
36) COc1ccc(NC(=O)CN(c2ccc([N+](=O)[O-])cc2)S(=O)(=O)c2ccccc2)cc1
37) CCOC(=O)CSc1nc2ccccc2c(=O)n1C
38) Cc1ccc(CCNS(=O)(=O)c2ccc3c(c2)C(C)(C)C(=O)N3C)cc1
39) O=C(/C=C/c1ccc(Br)cc1)N1CCN(Cc2ccccc2)CC1
40) Cc1ccc(-n2ncc3c(=O)n(CC(=O)N(C)C)cnc32)cc1
41) CC1CC(=O)Nc2ccccc2N1 (configuration not stated)
42) CCCCN(CC)Cc1c(O)ccc2c(-c3ccccc3)cc(=O)oc12
43) COc1ccc2cc(CN(CC3CCCO3)S(=O)(=O)c3ccccc3Cl)c(=O)[nH]c2c1 (configuration not stated)
Assay by compound,33,34,35,36,37,38,39,40,41,42,43
mIDH1 inhibitor,-2%,-3%,8%,6%,4%,0%,-1%,-7%,-4%,0%,4%
TrxR1 inh,16%,?,-1%,8%,1%,7%[57.1 µM],9%,12%,10%,-31%,3%
TrxR1 substrate,3%,-9%,-4%,-5%,-2%,14%[57.1 µM],-1%,3%,-3%,12%,11%
Pin1 inh,1%,?,-5%,0%,1%,2%,-3%,-5%,2%,-2%,-6%
PI4K2A inh,-3,6,4,-1,1,-6,1,-3,0,1,2
USP1-UAF1 inh,-21%,-4%,-12%,-20%,-2%,-8%,-18%,-21%,3%,?,-8%
HP1b chromo inh,30%[activator],32%,14%,2%,17%,61%[activator],13%,52%[activator],17%,21%,19%
PGK inhibitor,-5%,-3%,-5%,i,0%,-6%,0%,-6%,-2%,-13%,5%
GLS inh,4%,-1%,6%,0%,-8%,0%,0%,-2%,7%,31%[activator],3%

From PubChem BioAssay
